BRCT inh green: qHTS Assay for Inhibitors of BRCT-Phosphoprotein Interaction (Green Fluorophore); BRCA1 BRCT-phosphopeptide binding, green fluorescence polarization; Breast cancer type 1 susceptibility protein (Homo sapiens), P38398; AID 875, 2007; 75,000 compounds, 0.05% hits; Potency, µM (titrated, usually from 76.9 µM), for the others: at the top dose activity change, negative = inhibition, hits mostly inhibitors;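 further: potency means the concentration at half of the fitted maximal effect; plate controls were peptide without protein for full effect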
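Compounds were incubated for 12 min at room temperature with a complex of 100 nM fluorescein-tagged pBACH1 decapeptide and 250 nM His-tagged BRCT protein. Buffer was phosphate pH 7.3 with EDTA, DTT and Tween 20. Disruption of binding lowers the polarization signal.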
GFP derepression: qHTS Assay for Epigenetic Modulators; mouse C127i GFP locus derepression, cytometry, 30 h; Potency, µM (series often up to 46.1 µM), for inactives: at the top dose GFP derepression (activation); 68,000 compounds, 0.09% hits; AID 597, 2007; further: % of control where 0% means no effect
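Murine C127i mammary cells carrying a silenced, stably integrated CMV-driven GFP reporter were treated with compound for 30 hours at 37 C. After PBS washes, GFP-positive cells were counted by laser-scanning microplate cytometry.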
CRE-bla Fsk: Cell signaling CRE-BLA (Fsk stim); CHO CRE-bla reporter (cAMP response element driving beta-lactamase), forskolin EC10, beta-lactamase ratio; Potency, µM (highest dose often 38.2 µM), for inactives: at the top dose activity change, negative = inhibition, hits mostly activators; 71,000 compounds, 2.5% hits; AID 662, 2007; active means well fitted activation curve with a large enough effect in the signal ratio, with a control signal flat, not every such curve was filed as active; inconclusive means small, poorly fitted or top-dose-only effect, or effect the other way, or a change in a side signal; the % refers to the signal ratio; further: potency means the concentration at half of the fitted maximal effect; % of control where 0% means no effect
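AC50 values, positive or negative, reflect shifts in EC10 NKH 477-induced CRE-bla reporter activity in CHO cells. Incubation lasted 3 h at 37 °C before CCF4 substrate (2 h, room temperature) and ratiometric 460/530 nm reading.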
Hsp90 Hop PPI: qHTS Assay for Disrupters of an Hsp90 Co-Chaperone Interaction; AlphaScreen TPR2A-His6 binding biotin-Hsp90 C-terminal peptide; AID 595, 2007; 71,000 compounds, 0.44% hits; Potency, µM (top dose mostly 57 µM), for the others: at the top dose activity change, negative = inhibition; Hsp90 C-terminal peptide / TPR2A (Hop) interaction, human; active means well fitted curve in either direction with a large enough effect; inconclusive means small, poorly fitted or top-dose-only effect, or another doubt; further: potency means the concentration at half of the fitted maximal effect; on the % scale 0 is the no-effect control and ±100 the full control effect; many of its hits are not listed in these tables
ALOX15 inhib: qHTS Assay for Inhibitors of 15-hLO (15-human lipoxygenase) | Polyunsaturated fatty acid lipoxygenase ALOX15 (Homo sapiens), P16050 | purified 15hLO-1, xylenol orange hydroperoxide absorbance | Potency, µM (highest dose often 57.1 µM), for the others: at the highest dose activity change, negative = inhibition, usual class: inhibitors | 74,000 compounds, 1.4% hits | AID 887, 2007; further: potency means the concentration at half of the fitted maximal effect; on the % scale 0 is the no-effect control and ±100 the full control effect; nearly all actives have a fitted effect of over 55% in size
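Purified human 15hLO-1 (40 nM final) in 25 mM Hepes pH 7.5, 0.01% Triton X-100 was preincubated with compound 15 min at room temperature, then reacted 6 min with 50 uM arachidonic acid; hydroperoxide detected by Fe-XO, 573/405 nm absorbance ratio.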
BRCT inh red: qHTS Assay for Inhibitors of BRCT-Phosphoprotein Interaction (Red Fluorophore) | Potency, µM (doses to about 76.9 µM), inactives show at the highest dose activity change, negative = inhibition, hits mostly inhibitors | 75,000 compounds, 0.03% hits | AID 892, 2007 | Breast cancer type 1 susceptibility protein (Homo sapiens), P38398 | BRCT-phosphopeptide binding, red fluorescence polarization; further: on the % scale 0 is the no-effect control and ±100 the full control effect
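Rhodamine-labelled pBACH1 10-mer (100 nM) bound to BRCT domain (100 nM) at pH 7.3; compounds incubated 12 min room temperature, polarization read. Free peptide defines full inhibition; unlabelled decapeptide titrated as control.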
USP2a inhib: qHTS Assay for Inhibitors of Ubiquitin-specific Protease USP2a. Ubiquitin carboxyl-terminal hydrolase 2 (Homo sapiens), O75604. USP2a enzymatic assay, qHTS inhibition. Potency, µM (titrated, usually from 38.3 µM), for the others: top-dose activity change, negative = inhibition, hits mostly inhibitors. 60,000 compounds, 0.1% hits;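 further: potency means the concentration at half of the fitted maximal effect; nearly all actives have a fitted effect of over 60% in size; plate controls were DMSO for no effect and NEM full inhibition control for full effect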
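USP2 core (20 nM final) was preincubated with compound for 30 min at RT in 20 mM Tris-HCl pH 8.0, 2 mM CaCl2, 2 mM beta-mercaptoethanol; Ub-PLA2 (20 nM) plus NBD C6-HPC (20 uM) then added, fluorescence read after 2.5 h.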
Ub-GFP proteasome: Ubiquitin-GFP Assay; Ubiquitin-GFP reporter cells, proteasome inhibition, GFP fluorescence; response scale: untreated = 0%, 10 µM MG-132 = 100%; Potency, µM (series often up to 45.9 µM), without a hit: top-dose activation (GFP accumulation), usual class: activators; 67,000 tested, under 10 active; AID 526, 2006; active means well fitted activation curve with a large enough effect, not every such curve was filed as active; inconclusive means small, poorly fitted or top-dose-only effect, or another doubt; inactive means no such curve, though single readings can be large or run the other way; further: potency means the concentration at half of the fitted maximal effect
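Reporter cells (U2OS, ubiquitin-G76V-GFP fusion) are plated overnight, then treated 4 hr at 37 °C with compound titrations from 46 uM down to 2.9 nM. Activity is scaled against untreated cells and 10 uM MG-132.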
Pol III holo inh: qHTS Assay for Inhibitors of DNA Polymerase III Holoenzyme System; reconstituted DNA polymerase III holoenzyme replication, biochemical; Potency, µM (titrated, usually from 57.1 µM), for inactives: at the highest dose activity change, negative = inhibition; 71,000 compounds, 0.25% hits; AID 603, 2007; further: potency means the concentration at half of the fitted maximal effect; on the % scale 0 is the no-effect control and ±100 the full control effect
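Reconstituted *E. coli* holoenzyme (0.35 nM Pol III, 1 nM beta, 154 nM SSB, 2 nM primase) was preincubated with compound for 15 min at RT. Synthesis on 1.4 nM ssM13Gori ran 35 min, then was stopped with PicoGreen/EDTA and read as dsDNA fluorescence.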
HBB splice mod: qHTS Assay for Modulators of Hemoglobin Beta Chain Splicing; 65,000 compounds, 0.06% hits; AID 925, 2007; HBB splicing reporter cell assay, activation; EGFP reporter with mutant IVS2-654 intron; response scale: normalised to 500 nM splice-correcting PNA; Potency, µM (top dose mostly 46.1 µM), for inactives: top-dose activation, usual class: activators; further: potency means the concentration at half of the fitted maximal effect; 0% is about no effect
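HeLa cells stably expressing EGFP interrupted by mutant beta-globin intron 2 (IVS2-654), 500/well in 2% FCS. Treated with compound for 2 days at 37C. Splicing correction scored as total well GFP intensity (488 nm excitation, 500-520 nm emission); 500 nM antisense PNA served as control.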
HADH2 inh: qHTS Assay for Inhibitors of HADH2 (Hydroxyacyl-Coenzyme A Dehydrogenase, Type II); AID 886, 2007; 73,000 compounds, 3.4% hits; Potency, µM (titrated, usually from 57.1 µM), for inactives: at the top dose activity change, negative = inhibition, actives largely listed as inhibitors; recombinant HADH2, NADH fluorescence, beta-hydroxybutyryl-CoA; 3-hydroxyacyl-CoA dehydrogenase type-2 (Homo sapiens), Q99714; further: potency means the concentration at half of the fitted maximal effect; on the % scale 0 is the no-effect control and ±100 the full control effect; nearly all actives have a fitted effect of over 60% in size; many of its hits are not listed in these tables
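E. coli-expressed His-tagged HADH2 tested at 20 nM in alkaline Tris buffer (pH 9.0); oxidation of 90 uM beta-hydroxybutyryl-CoA with 1 mM NAD+ tracked fluorimetrically for 4 min.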
Starred values were filed as active, the others as inactive; ? = inconclusive; · = not tested or not shown; & = joins results of further samples; ! = repeats disagree; [ ] = remark or other dose. Unless noted, the call rests on the fitted dose curve; in most records, active means well fitted curve in the direction sought with a large enough effect; inconclusive means small, poorly fitted or top-dose-only effect, or another doubt; inactive means no such curve, though single readings can be large; an effect the other way counts as inactive or inconclusive. A portion of the library; rates above refer to the full screens.

SMILES	BRCT inh green	GFP derepression	CRE-bla Fsk	Hsp90 Hop PPI	ALOX15 inhib	BRCT inh red	USP2a inhib	Ub-GFP proteasome	Pol III holo inh	HBB splice mod	HADH2 inh
COC(=O)c1cn(C(C)C(=O)NCc2ccco2)c2ccccc12 (configuration not stated)	-6.9%	4%	3%	-2%	6%	-1.5%	3%	0%	1%	-0.2%[57.5 µM]	-1%
CC(C)CCn1c(CN(C)Cc2ccccc2)nc2c1c(=O)n(C)c(=O)n2C	-2.8%	3%	?	-3%	13%	-1.1%	-3%	5%	-1%	-1.1%	7%
Cc1cc(N2CCN(c3nc(N4CCOCC4)nc4ccccc34)CC2)c2ccccc2n1	-1.4%	0%	5%	-7%	7%	0.5%	0%	3%	-21%	-0.6%	4%
COc1ccc(Cc2nnc(Nc3ccc(C)cc3C)[nH]c2=O)cc1	0.0%	0%	?	-1%	-4%	-0.1%	20%	3%	-2%	-3.0%	-1%
CO[C@@]12C[C@@H](COC(=O)c3cncc(Br)c3)CN(C)[C@H]1Cc1cn(C)c3cccc2c13	-2.7%	-1%	?	10µM*!	-5%&15%[25.6 µM]	-2.0%	32%[activator][17.1 µM]	-2%	-4%	3.2%[20.6 µM]	11%
CC1(NC[C@@H](O)COc2cccc3[nH]ccc23)CCC(C(C)(C)NC(=O)CBr)CC1 (some centres not stated)	·	2%	-15%	-16%	·	·	·	-5%	-1%	-0.4%	7%
Cc1nc(N2CCOCC2)c2nc(-c3ccccc3)n(CCN3CCCC3)c2n1	1.5%	·	11%	0%	6%	0.3%	·	-13%	-4%	-1.5%	-17%
Cc1c(C(=O)OC(C)CCN(C)C)oc2ccccc12 (configuration not stated)	-0.8%	-2%	-9%	0%	5%	0.7%	-4%	2%	-6%	·	2%
COc1ccccc1N(C(=O)CNS(=O)(=O)c1ccccc1)C(C(=O)NCc1ccco1)C(C)C (configuration not stated)	0.0%	-2%	-4%	-4%	9%	-1.5%	4%	1%	-9%	-3.2%	0%
COc1ccccc1N1CCN(CCn2c(=O)[nH]c3c([nH]c4ccccc43)c2=O)CC1	-1.3%	0%	-12%	5%	?	2.2%	·	7%	-5%	·	4%
O=C(CCN1C(=O)c2ccncc2C1=O)NCc1ccc(Cl)cc1	-1.1%	4%	0%	-2%	6%	1.3%	-4%	-4%	-3%	-0.5%	-7%
COc1ccc(OC)c(NC(=O)CCN2CCCC(C)C2)c1 (configuration not stated)	0.5%	-1%	-2%	-4%	5%	0.5%	1%	-5%	-3%	·	-18%
CCOC(=O)N1CCC(NC(=O)C2CCN(S(=O)(=O)c3cnc[nH]3)CC2)CC1	-1.0%	1%	10%	3%	1%	0.4%	3%	1%	-3%	0.1%	-4%
O=C(CC1OC(=O)c2ccccc21)NC1CCCCC1 (configuration not stated)	-7.7%	2%	?	2%	5%	-2.0%	-7%	4%	-1%	0.2%[57.5 µM]	5%
NC(=O)c1cc(N)ccc1N1CCCC1	-0.6%	-1%	1%	-24%	?	-0.4%	18%	-3%	-10%	-0.4%	-1%
O=C(COC(=O)c1cc2ccccc2o1)c1ccccc1	2.3%	-2%	16%[7.6 µM]	5%[11 µM]	-5%[11.4 µM]	-1.6%	-1%[7.66 µM]	-14%[9.17 µM]	5%[11.4 µM]	-0.7%[0.0738 µM]	-4%[11.4 µM]
C=CCc1ccccc1OCC(O)Cn1ccnc1C (configuration not stated)	-0.9%	3%	?	-7%[11 µM]	-2%[11.4 µM]	0.7%	17%[7.66 µM]	-9%[9.17 µM]	0%[11.4 µM]	-1.1%[0.0738 µM]	3%[11.4 µM]
COc1ccc(CCN(Cc2cc3cc(C)ccc3[nH]c2=O)C(=O)N2CCCC2)cc1OC	5.3%	-3%	?	-5%	-22%	-0.4%	23%	-6%	-2%	·	7%
Cc1c(NC(=O)CSc2nnnn2Cc2ccccc2)c(=O)n(-c2ccccc2)n1C	-0.5%	3%	-9%	-7%	4%	0.0%	-1%	-3%	-2%	1.9%	3%
CS(=O)(=O)N1CCC2(CCCN(C(=O)Nc3ccccc3)C2)CC1	-1.5%	-4%[9.22 µM]	-4%	-3%	0%	-0.4%	-1%	-4%	-4%	2.1%	2%
C=CC(=O)NC(C)C	-1.2%	·	-12%	-2%	8%	0.4%	·	·	3%	0.6%	6%
COC(=O)CNC(=O)c1ccc(=O)oc1	-0.1%	-3%	-24%	-1%	-4%	-2.1%	0%	-10%	-6%	0.2%	2%
CC(=O)Nc1ccc(S(=O)(=O)Nc2ncccn2)cc1	-1.9%	0%	-8%	-2%	4%	2.2%	-1%	-8%	-2%	-1.4%[9.22 µM]	-8%
CC(C)NC(=O)C1CC(=O)N(c2ccc(F)c(Cl)c2)C1 (configuration not stated)	0.1%	4%	-4%	-2%	-3%	0.4%	1%	-6%	-3%	-0.7%	-9%
COc1ccc(C(=O)n2nc(C)cc2C)cc1Br	1.3%	2%	3%	19%	0%	-0.9%	0%	6%	-2%	-0.9%	-4%
Cc1ccc(S(=O)(=O)N(CCC#N)CCN2CCCC2)cc1	0.4%	2%	-3%	-1%	-5%	1.6%	9%	-3%	0%	-4.1%	-8%
O=Cc1cccc(Br)c1	-1.6%	·	-4%	-1%	-1%	-1.2%	·	·	-4%	-0.6%	-2%
O=C(Nc1ccon1)C(Sc1ccccc1)c1ccccc1 (configuration not stated)	1.4%	0%	-6%	-1%	-13%	-2.0%	-1%	-1%	0%	1.5%	2%
O=C(c1cc2ccccc2c(=O)o1)N1CCc2ccccc2C1	-4.8%	-2%	?	-1%	1%	0.8%	14%	-12%	0%	-1.2%	6%
O=C(NC1CCCCCC1)C1CCCN(S(=O)(=O)c2cnc[nH]2)C1 (configuration not stated)	-2.8%	-2%	-3%	-3%	5%	-2.1%	·	-6%	1%	-0.4%	-4%
O=C(NCc1ccco1)Nc1ccc2snnc2c1	-0.5%	-2%	-14%	-3%	-7%	0.0%	2%	0%	-3%	0.0%	-15%
O=C(OCC(=O)c1ccco1)c1ccc2ncsc2c1	-5.3%	0%	-2%	-1%	1%	-0.7%	-2%	-5%	4%	0.0%[57.5 µM]	-5%
c1ccc2c(c1)nc1n2CCN1CCNC1CCCCC1	-0.8%	6%	-1%	-3%	16%	-0.1%	-7%	-12%	8%	2.2%	0%
OC1(c2ccc(F)cc2)CCN(Cc2nnnn2Cc2cccs2)CC1	-1.7%	4%	-2%	-3%	1%	0.2%	19%	-1%	-4%	·	-2%
O=C(N/N=C1/C[C@@H](O)[C@@H](O)[C@@H]2[C@H]3C(=O)N(c4ccc(F)cc4F)C(=O)[C@@H]3CC[C@@H]12)OCc1ccccc1	0.0%[15.4 µM]	·	·	·	4%[11.4 µM]	-0.4%[15.4 µM]	·	·	·	2.0%[9.22 µM]	-9%[11.4 µM]
O=C(NCc1n[nH]c(=S)n1-c1cccc(Cl)c1)c1ccc(S(=O)(=O)N2CCCC2)cc1	-2.6%	-1%	?	-2%	0%	-3.6%	7%	3%	-1%	-2.1%	-28%
Cc1cccc(C)c1OCc1nnc(SCC(=O)NCCc2ccccc2)o1	0.3%	0%	-4%	11%	-19%	-2.8%	8%	-3%	-3%	-0.2%	?

Compound activity from PubChem.
